# HT1080 cytotoxicity = HT1080 cell viability loss – fluorescence readout (AID 620) | HT1080 viability, fluorescence; higher % means a stronger effect | cytotoxicity, % at 10 µM, or EC50 in µM where a hit was titrated | hit rate 0.42% among 87,000;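 also: cells exposed to compound overnight then 4 h with Alamar Blue; 0% = vehicle DMSO and 100% = killing control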
# Spn PMK inh = S. pneumoniae PMK inhibition; purified PMK, PK/LDH-coupled NADH absorbance 340 nm; inhibition, % at 10 µM; hit rate 0.49% among 65,000;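 active = top-ranked compounds by inhibition in the single 10 µM screen, taking a fixed number of the strongest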;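 also: 0% = full reaction with DMSO carrier and 100% = background rate without enzyme reaction; no value below 0 was filed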
# DPM-DC inhibit = S. pneumoniae DPM-DC inhibition | hit rate 0.49% among 65,000 | calls only at 10 µM | purified DPM-DC, PK/LDH coupled NADH fluorescence;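 active = the 320 compounds with the highest percent inhibition in the single-dose primary screen, excluding strongly autofluorescent ones, cut at about 32% in these data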;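 also: kinetic rate of NADH fluorescence loss reporting ADP formed by the decarboxylase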
# MK inhibit = blocks S. pneumoniae mevalonate kinase | hit rate 0.48% among 65,000 | inhibition, % at 10 µM | purified MK, PK/LDH-coupled NADH absorbance 340 nm;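 active = ranked among the strongest by inhibition in the single 10 µM screen, a fixed top-ranked set picked for dose follow-up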; also: no value below 0 was filed
# HPDE-C7 viability = cytotoxicity in HPDE-C7 cells, cell-based, fluorescence, HTS (AID 430); HPDE-C7 pancreatic duct cells viability, fluorescence; higher % means a stronger effect; one-dose cytotoxicity, % at 10 µM; EC50 in µM for titrated hits; hit rate 1.8% among 63,000;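 also: cells exposed to compound for 48 hours before viability readout; 0% = vehicle and 100% = reference cytotoxic drug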
# LYP inhibition = LYP phosphatase inhibitors, primary screen, biochemical, DiFMUP fluorescence, recombinant catalytic domain, 10 µM (AID 606). recombinant LYP catalytic domain, DiFMUP fluorescence; higher % means a stronger effect. one-dose inhibition, % at 10 µM; IC50 in µM for titrated hits. 52,000 tested, under 10 active;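 active = IC50 under 40 µM in the dose-response test; inactive = IC50 of 40 µM or more, or never dose-tested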
# Alkaline phosphatase = human TNAP enzyme inhibitors, biochemical, luminescent (AID 518). purified TNAP enzyme, luminescent substrate readout; higher % means a stronger effect. inhibition, % at 20 µM, or IC50 in µM where a hit was titrated. hit rate 0.09% among 64,000; in the data active = a potency from the dose series; inactive = the rest, 99 in 100 with inhibition below about 22%;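 also: plate controls were vehicle for no effect and reference inhibitor for full effect; many of its hits are not listed in these tables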
# Bfl-1 displacement = Bfl-1 inhibitors, primary screen, biochemical, fluorescence polarization, FITC-Bid, mouse (AID 432). hit rate 0.02% among 64,000. FITC-Bid BH3 peptide fluorescence polarization displacement; higher % means a stronger effect. displacement, % at 20 µM, or IC50 in µM where a hit was titrated; in the data active = a potency from the dose series; inactive = the rest, 99 in 100 with displacement below about 15%; also: strong numbers were not always called active
# KRASV12 cytotoxicity = cytotoxicity in KRAS-transformed pancreatic duct cells, primary screen, cell-based, fluorescence, HTS (AID 431); HPDE-C7K KRASV12 cells, Alamar Blue viability, 48 h; higher % means a stronger effect; cytotoxicity, % at 10 µM, or EC50 in µM where a hit was titrated; hit rate 1.7% among 63,000;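 active = compounds whose percent cytotoxicity in the single-dose primary screen, scaled between solvent and toxic-drug controls, exceeds 50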;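 also: 0% = DMSO solvent wells and 100% = doxorubicin-treated wells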
# Spn PMK inh pilot replicates = recorded beside Spn PMK inh, whose call it bears; inhibition, %; measured here: pilot screen replicates
# MK inhibit pilot replicates = also measured in MK inhibit; calls as there; inhibition, %; measured here: pilot screen replicates
# DPM-DC inhibit pilot screen % = also measured in DPM-DC inhibit; calls as there; inhibition, %; measured here: pilot screen trials
# Numbers without * were called inactive; i = inactive; / = not tested or not shown. Rule as the data show it, unless noted: active = cytotoxicity above about 50%; inactive = the rest. Random draw from the library. About 3.5% of those tested had a hit in this group.
SMILES,HT1080 cytotoxicity,Spn PMK inh,DPM-DC inhibit,MK inhibit,HPDE-C7 viability,LYP inhibition,Alkaline phosphatase,Bfl-1 displacement,KRASV12 cytotoxicity,others
COC(=O)CSc1nc(C2CC2)nc2ccccc12,24%,15,i,3,16%,18%,6%,-1%,19%,
CCC(C)[C@@H](NC(=O)OC(C)(C)C)c1nnc(S(=O)(=O)Cc2cccc(C)c2)o1 (stereo partly drawn),-5%,7,i,4,6%,7%,0%,10%,-9%,
Cc1cccc(CCNS(=O)(=O)c2cnc[nH]2)c1,3%,12,i,8,-12%,/,-1%,-9%,-11%,
CCOc1cccc(C(=O)Nc2ccc(N3CCN(S(C)(=O)=O)CC3)cc2)c1,1%,9,i,1,-6%,5%,12%,-5%,-10%,
COc1ccc(C2CC(C(F)(F)F)n3nc(C(=O)N(C)Cc4cn(C)nc4C)c(Cl)c3N2)cc1 (stereo not drawn),32%,17,i,0,-9%,11%,7%,-5%,-3%,
COc1cccc(CNC(=O)C2CCN(Cc3cnn(-c4ccccc4)c3-n3cccc3)CC2)c1,/,19,i,0,-6%,-6%,-12%,2%,6%,
CC(=O)Oc1ccc2oc3c(c2c1)C(=O)CCC3,8%,5,i,17,-5%,/,12%,-4%,8%,
O=S(=O)(c1ccc2c(c1)OCCO2)N1CCC(c2nc3ccccc3[nH]2)CC1,-3%,8,i,9,-13%,3%,14%,-10%,-1%,
CN(C(=O)OCc1ccccc1)C(CC(N)=O)C(=O)O (stereo not drawn),3%,12,i,17,-6%,-11%,3%,-11%,5%,
N#C[C@@H]1[C@@H]2C(=O)N(c3ccc4c(c3)OCCO4)C(=O)[C@@H]2C2c3ccccc3C=CN21 (stereo partly drawn),7%,10,i,8,15%,18%,15%,4%,18%,Spn PMK inh pilot replicates=1.5;MK inhibit pilot replicates=0.0;DPM-DC inhibit pilot screen %=0.0
CCOC(=O)c1ccc(NS(=O)C23CC4CC(CC(C4)C2)C3)cc1 (stereo not drawn),-6%,0,i,5,-3%,/,9%,-3%,9%,Spn PMK inh pilot replicates=3.0;MK inhibit pilot replicates=0.0;DPM-DC inhibit pilot screen %=3.5
Cc1nnc(Sc2nc3c(c(=O)[nH]c(=O)n3C)n2Cc2ccccc2Cl)s1,1%,8,i,4,1%,-5%,6%,1%,11%,
CC(Cc1ccccc1)N/C=C1/CC(=O)NC1=O (stereo not drawn),8%,16,i,3,-3%,7%,9%,4%,-12%,
CS(=O)(=O)N(CC(=O)N1CCC(C(N)=O)CC1)c1ccc(Oc2ccccc2)cc1,-5%,0,i,22,3%,11%,4%,-1%,4%,
CCc1cccc2c(=O)c(C(=O)N3CCOCC3)c[nH]c12,13%,12,i,8,-4%,/,6%,0%,-3%,
COc1ccc(N2C(=O)CCC(C(=O)Nc3ccccn3)C2c2ccc(OC)c(OC)c2)cc1 (stereo not drawn),-9%,0,i,4,-1%,14%,4%,-2%,-3%,
COc1ccc(-c2nc3c(=O)n(C)c(=O)[nH]c3n2CCc2ccccc2)cc1,-6%,2,/,7,2%,/,0%,7%,10%,
Cn1c(CCNC(=O)c2cccs2)nnc1SCC(=O)N1CCN(c2ccccc2)CC1,4%,5,i,12,-1%,6%,-14%,0%,-4%,
O=C(CSC1=Nc2ccccc2C2=NC(CC(=O)NC3CCCCC3)C(=O)N12)NCc1ccco1 (stereo not drawn),1%,10,i,4,-1%,-4%,6%,-1%,-6%,
Cc1cc(C)n(Cc2cccc(F)c2)c(=O)c1C#N,-9%,10,i,0,-11%,-9%,3%,3%,-2%,
CSc1nc2n(n1)C(c1cc(Br)ccc1F)C(C(=O)N(C)C)=C(C)N2 (stereo not drawn),4%,13,i,5,1%,14%,3%,-6%,-1%,
O=C(NCCc1ccccc1)c1ccnc(/C=N/O)c1,12%,11,i,0,-22%,/,3%,-4%,-14%,
COc1ccc(OC)c2[nH]c(=O)c(CCNC(=O)c3ccc(S(=O)(=O)N4CCCCC4)cc3)cc12,7%,15,i,1,6%,8%,13%,0%,12%,
CN(CC(=O)N1CCN(c2ccccn2)CC1)S(=O)(=O)c1ccccc1,5%,10,i,4,4%,-1%,5%,-6%,0%,
O=C(NCc1cccs1)c1ccc2c(c1)ncn2C1CCCC1,0%,15,i,1,-4%,/,15%,1%,7%,
COc1ccc(S(=O)(=O)N2CCc3ccccc32)cc1C(=O)OCc1c(C)noc1C,2%,11,i,0,8%,/,10%,-6%,6%,
c1ccc(-n2nnnc2-n2nnc3ccccc32)cc1,-4%,20,i,0,-4%,14%,5%,-5%,4%,
CC(C)Cn1cc(C(=O)NCc2cccs2)c2c3ccccc3n(C)c2c1=O,8%,8,i,3,-3%,0%,6%,-1%,2%,
Cc1ccc2c(c1)NC(=O)C(CC(=O)NCc1ccc(F)cc1)O2 (stereo not drawn),4%,0,i,8,-3%,9%,7%,-1%,-2%,
COC(=O)c1ccc(Sc2ccc(C)cc2)c(N)c1,-8%,14,i,3,9%,-9%,16%,-1%,4%,
Cc1cc(N2CCN(S(=O)(=O)Cc3ccccc3)CC2)n2ncnc2n1,6%,21,i,0,-21%,4%,7%,-6%,-19%,
CCOC(=O)C1CCN(Cc2nc3ccc(Cl)cc3n2CCO)CC1,-2%,22,i,8,/,-6%,6%,-6%,/,
NC(=O)CSC1=Nc2ccccc2C2=NC(CC(=O)NCc3cccs3)C(=O)N12 (stereo not drawn),-9%,16,i,4,-6%,9%,5%,-3%,1%,
Clc1cccc(Cl)c1Cn1cnc(=NCc2ccco2)c2[nH]cnc21,16%,12,i,0,-2%,-40%,4%,-1%,-3%,
Cn1cccc1Cc1nnc(SCC(=O)Nc2nc3ccccc3s2)n1CCc1ccccc1,4%,10,i,7,1%,8%,0%,-1%,0%,
COc1ccccc1-n1nnnc1SCC(=O)Nc1cc(C)on1,-5%,9,i,5,-4%,2%,14%,-3%,-1%,
Cc1ccc(NC(=O)c2c(-c3c(F)cccc3Cl)noc2C)cc1F,8%,0,i,2,-3%,11%,8%,4%,-11%,
CCOC(=O)c1cc(NC(=O)CSCCO)ccc1Cl,1%,7,i,4,3%,6%,-1%,9%,-3%,
COc1ccc(Cl)cc1NS(=O)(=O)c1ccc(S(=O)(=O)N2CCCC2)cc1,-1%,12,i,0,22%,0%,4%,6%,19%,
Cn1c(=O)c2c(nc(CN3CCN(Cc4ccccc4)CC3)n2Cc2ccc(Cl)cc2)n(C)c1=O,2%,4,i,4,8%,5%,7%,-1%,4%,
COc1ccc(NC(=O)CC2Sc3ncnn3C2=O)cc1 (stereo not drawn),-1%,7,i,10,8%,4%,16%,2%,14%,Spn PMK inh pilot replicates=0.0;MK inhibit pilot replicates=2.5;DPM-DC inhibit pilot screen %=3.5
Cc1cnc(C(=O)Nc2cccc(-c3nnc4n3CCCCC4)c2)cn1,-3%,13,i,7,3%,9%,6%,8%,1%,
Cc1ccccc1C1CC(c2ccccc2)Nc2ncnn21 (stereo not drawn),/,0,i,9,-6%,-3%,4%,-5%,3%,Spn PMK inh pilot replicates=0.0;MK inhibit pilot replicates=1.5;DPM-DC inhibit pilot screen %=0.0
CC(C)C(CC(=O)N1CCCCC1)C1CCOC(C)(C)C1 (stereo not drawn),2%,/,/,/,-10%,3%,4%,-5%,-6%,
CCCc1cc(C(=O)Nc2sc(C)c(C)c2C(=O)OCC)no1,-3%,4,/,2,2%,0%,9%,-5%,5%,Spn PMK inh pilot replicates=2.5;MK inhibit pilot replicates=0.0
CCN(c1ccccc1)S(=O)(=O)c1ccc(F)cc1C,2%,0,i,2,-23%,15%,16%,-4%,-6%,Spn PMK inh pilot replicates=3.0;MK inhibit pilot replicates=1.5;DPM-DC inhibit pilot screen %=0.0
CCN(CC)C(=O)c1cccc(-c2ccc(OC)cc2)c1,-14%,7,i,7,2%,4%,5%,-5%,-2%,
COc1ccc(NC(=O)CSc2c(C)nn(-c3nnc(C)c(=O)[nH]3)c2C)cc1,26%,12,i,4,-8%,-7%,10%,-4%,-10%,Spn PMK inh pilot replicates=0.0;MK inhibit pilot replicates=2.0;DPM-DC inhibit pilot screen %=0.0
CC(C)=C(C#N)c1nc2ccccc2s1,15%,12,i,0,-9%,3%,8%,5%,-11%,

# By substructure, those above containing fluorine (6)
SMILES,HT1080 cytotoxicity,Spn PMK inh,DPM-DC inhibit,MK inhibit,HPDE-C7 viability,LYP inhibition,Alkaline phosphatase,Bfl-1 displacement,KRASV12 cytotoxicity,others
COc1ccc(C2CC(C(F)(F)F)n3nc(C(=O)N(C)Cc4cn(C)nc4C)c(Cl)c3N2)cc1 (stereo not drawn),32%,17,i,0,-9%,11%,7%,-5%,-3%,
Cc1cc(C)n(Cc2cccc(F)c2)c(=O)c1C#N,-9%,10,i,0,-11%,-9%,3%,3%,-2%,
CSc1nc2n(n1)C(c1cc(Br)ccc1F)C(C(=O)N(C)C)=C(C)N2 (stereo not drawn),4%,13,i,5,1%,14%,3%,-6%,-1%,
Cc1ccc2c(c1)NC(=O)C(CC(=O)NCc1ccc(F)cc1)O2 (stereo not drawn),4%,0,i,8,-3%,9%,7%,-1%,-2%,
Cc1ccc(NC(=O)c2c(-c3c(F)cccc3Cl)noc2C)cc1F,8%,0,i,2,-3%,11%,8%,4%,-11%,
CCN(c1ccccc1)S(=O)(=O)c1ccc(F)cc1C,2%,0,i,2,-23%,15%,16%,-4%,-6%,Spn PMK inh pilot replicates=3.0;MK inhibit pilot replicates=1.5;DPM-DC inhibit pilot screen %=0.0

# Structural class: those above containing a thiophene ring, fused or not
SMILES,HT1080 cytotoxicity,Spn PMK inh,DPM-DC inhibit,MK inhibit,HPDE-C7 viability,LYP inhibition,Alkaline phosphatase,Bfl-1 displacement,KRASV12 cytotoxicity,others
Cn1c(CCNC(=O)c2cccs2)nnc1SCC(=O)N1CCN(c2ccccc2)CC1,4%,5,i,12,-1%,6%,-14%,0%,-4%,
O=C(NCc1cccs1)c1ccc2c(c1)ncn2C1CCCC1,0%,15,i,1,-4%,/,15%,1%,7%,
CC(C)Cn1cc(C(=O)NCc2cccs2)c2c3ccccc3n(C)c2c1=O,8%,8,i,3,-3%,0%,6%,-1%,2%,
NC(=O)CSC1=Nc2ccccc2C2=NC(CC(=O)NCc3cccs3)C(=O)N12 (stereo not drawn),-9%,16,i,4,-6%,9%,5%,-3%,1%,
CCCc1cc(C(=O)Nc2sc(C)c(C)c2C(=O)OCC)no1,-3%,4,/,2,2%,0%,9%,-5%,5%,Spn PMK inh pilot replicates=2.5;MK inhibit pilot replicates=0.0

# Screening data (PubChem BioAssay)
